Source: PubChem (The Scripps Research Institute Molecular Screening Center)
DAX1 inh-1 – inhibitors of DAX1 repression of SF-1 activated StAR promoter; HEK293T StAR-luciferase reporter, SF-1/DAX-1 repression relief; inhibition, % at 6.8 µM; 370,000 compounds, 1.1% hits; AID 652010;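 active = inhibition above the mean over all tested compounds plus 3 SD, cut at about 3.6% in these data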;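 also: 0% = DAX-1 cells with DMSO and 100% = cells lacking DAX-1 with DMSO; higher inhibition means more luminescence from relief of DAX-1 repression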
sPLA2-III inh – Inhibits HGIII-sPLA2 liposome hydrolysis, primary screen; Q9NZ20; QFRET BODIPY PC-A2 liposome hydrolysis, fluorescence; inhibition, % at 12.2 µM; 370,000 compounds, 0.56% hits; AID 743126;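 active = inhibition above mean plus 3 SD of compounds lying within the high and low control bounds, cut at about 19% in these data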;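 also: 0% = median of test compound wells and 100% = no enzyme DMSO wells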
ssDAF-12 act – activates DAF-12 receptor from parasite S. stercoralis; HEK293 ssDAF-12/GRIP1 lit1-tk-luc reporter, luminescence; % of 3 µM dafachronic acid response; activation, % at 6.8 µM; 370,000 compounds, 1% hits; AID 652126;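 active = activation above the mean over all tested compounds plus 3 SD, cut at about 0.9% in these data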;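 also: 0% = DMSO-only wells and 100% = 3 µM delta7-dafachronic acid wells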
PLCb3 inh – PLC-beta3 (human) inhibition, primary screen | Purified PLC-beta3, fluorogenic substrate, fluorescence | Q01970 | 370,000 compounds, 0.18% hits | inhibition, % at 12.2 µM | AID 720704; in the data active = inhibition above about 11%;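 also: 0% = median of compound wells on plate and 100% = full blocker control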
DAX1 inh-2 – inhibits human nuclear receptor DAX1. inhibition, % at 6.75 µM. HEK293 Gal4-DAX1 luciferase reporter, luminescence. AID 504766. 340,000 compounds, 0.99% hits;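 active = inhibition above the mean over all tested compounds plus 3 SD, cut at about 4.2% in these data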;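 also: 0% = DAX1-transfected cells with DMSO and 100% = empty-vector control cells with DMSO; inhibition shows as a rise in luminescence from relieved DAX1 repression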
Target sequence (P51843 207-470 limits assumed): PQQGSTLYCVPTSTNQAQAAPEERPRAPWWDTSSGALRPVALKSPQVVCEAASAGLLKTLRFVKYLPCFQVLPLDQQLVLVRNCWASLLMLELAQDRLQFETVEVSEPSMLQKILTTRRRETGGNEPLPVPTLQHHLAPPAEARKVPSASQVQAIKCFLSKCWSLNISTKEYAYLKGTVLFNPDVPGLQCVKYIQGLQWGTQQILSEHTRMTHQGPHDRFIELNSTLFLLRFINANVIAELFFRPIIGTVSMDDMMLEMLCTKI
hgDAF-12 ag – activates the H. glycines DAF-12 receptor ligand-binding domain; HEK293 GAL4-hgDAF12 UAS-luciferase reporter, agonist luminescence; normalized to butyrate control; activation, % at 6.8 µM; 370,000 compounds, 1.8% hits;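 active = activation above a cutoff set at the mean of all screened compounds plus 3 SD, cut at about 10% in these data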;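 also: 0% = DMSO wells and 100% = sodium butyrate wells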
GAA850 FXN act – activators of GAA850 frataxin (FXN) promoter; 360,000 compounds, 0.56% hits; HEK293 lucGAA850 FXN promoter luciferase reporter, 24 h; percent of 10 µM SAHA response; AID 540364; activation, % at 6 µM;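 active = activation above the average of all compounds screened plus 3 SD, cutoff fixed separately per campaign, cut at about 7.5% in these data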;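 also: 0% = DMSO wells and 100% = 10 µM SAHA wells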
ADAM17 inh – inhibits human ADAM17 | recombinant ADAM17, EDANS/DABCYL FRET peptide cleavage | inhibition, % at 6.95 µM | 370,000 compounds, 0.83% hits;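 active = inhibition above the mean of compounds lying between control limits plus 3 SD, set per campaign, cut at about 8.5% in these data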;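 also: 0% = DMSO-only wells as the low control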
ADAM10 inh – inhibitors of human ADAM10. 370,000 compounds, 0.62% hits. O14672. AID 720582. recombinant ADAM10, EDANS/DABCYL FRET peptide cleavage, 3 h. inhibition, % at 7 µM;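 active = inhibition above a per-campaign cutoff equal to the mean of compounds falling between control-based bounds plus 3 SD, cut at about 20% in these data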;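 also: 0% = DMSO wells while the 100% control is not disclosed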
Target sequence (O14672 214-748 limits assumed): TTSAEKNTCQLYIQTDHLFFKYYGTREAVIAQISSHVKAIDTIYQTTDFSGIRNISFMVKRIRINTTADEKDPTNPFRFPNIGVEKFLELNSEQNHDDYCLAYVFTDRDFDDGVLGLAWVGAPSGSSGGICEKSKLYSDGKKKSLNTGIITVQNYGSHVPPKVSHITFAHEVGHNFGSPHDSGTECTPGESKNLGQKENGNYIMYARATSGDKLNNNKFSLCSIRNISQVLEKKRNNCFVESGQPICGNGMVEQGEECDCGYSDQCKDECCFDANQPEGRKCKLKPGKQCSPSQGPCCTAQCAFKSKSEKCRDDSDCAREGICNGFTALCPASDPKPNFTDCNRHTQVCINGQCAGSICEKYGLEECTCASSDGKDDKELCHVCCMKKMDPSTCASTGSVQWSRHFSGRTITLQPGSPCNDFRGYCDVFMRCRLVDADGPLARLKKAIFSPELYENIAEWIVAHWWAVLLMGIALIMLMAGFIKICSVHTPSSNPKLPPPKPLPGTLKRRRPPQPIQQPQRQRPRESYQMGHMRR
PLCg1 inh – PLC-gamma1 (human) inhibition, primary screen | P19174 | purified PLC-gamma1, fluorogenic substrate, fluorescence | inhibition, % at 12.2 µM | 370,000 compounds, 0.84% hits | AID 720700; in the data active = inhibition above about 9.5%
hcDAF12 agonist – activators of H. contortus DAF-12 nuclear receptor; activation, % at 6.8 µM; 370,000 compounds, 1.4% hits; HEK293 hcDAF-12 lit1-tk-luc reporter, luminescence; 0% DMSO, 100% Δ7-dafachronic acid;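 active = activation above the mean of all tested compounds plus 3 SD, cut at about 5.5% in these data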;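 also: 100% = response to 3 µM Δ7-dafachronic acid high control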
* hit, by the source's call; / = no result given.

SMILES | DAX1 inh-1 | sPLA2-III inh | ssDAF-12 act | PLCb3 inh | DAX1 inh-2 | hgDAF-12 ag | GAA850 FXN act | ADAM17 inh | ADAM10 inh | PLCg1 inh | hcDAF12 agonist
CC(=O)C(N=Nc1ccccc1)(Sc1nnc(-c2ccccc2)n1-c1ccccc1)C(C)=O | -1.3 | 0 | -2.0 | 2 | -0.1 | -5.0 | -3.4 | 14* | 26* | -3 | -2.9
CCN(CCn1cccn1)C(=O)c1ccc2nc(Cc3ccc(OC)cc3)oc2c1 | 0.1 | -10 | -1.3 | -5 | 0.9 | 0.8 | 0.4 | -4 | 3 | -1 | 0.1
Cc1ccc(Cl)cc1NC(=O)c1ccc(Cn2cc(Cl)cn2)cc1 | -0.3 | -6 | -1.1 | -1 | -1.7 | -0.7 | -3.7 | 7 | 13 | 1 | -3.8
CCOC(=O)C1CCN(C(=O)c2cc(COc3ccc(OC)c4ccccc34)on2)CC1 | 0.7 | -18 | 0.3 | -16 | 0.7 | 12* | 4.0 | 2 | 10 | -5 | 6.3*
O=C(CSC1CCCCC1)Nc1nccs1 | 0.6 | 4 | -0.7 | 7 | 1.6 | 0.4 | 1.3 | -4 | -6 | 2 | 0.1
NC(=S)N/N=C/c1coc2cc(Cl)ccc2c1=O | 0.0 | -12 | -0.6 | -10 | -1.0 | 1.9 | 2.4 | -6 | -2 | -11 | 5.8*
N/C(=N\OC(=O)c1ccccc1)c1ccncc1 | 1.4 | 3 | -1.3 | 3 | 0.5 | 10 | 1.4 | 1 | 0 | 0 | 0.3
S=C(Nc1ccccc1)Nc1ccc(OCc2ccc(Cl)cc2Cl)cc1 | -3.5 | 5 | -3.4 | 4 | -5.7 | -14 | -18 | 3 | 2 | 4 | -6.9
Cc1cccc(N2CCN(C(=O)CCn3c(=O)[nH]c4ccccc4c3=O)CC2)c1C | -0.2 | 9 | -1.1 | -2 | 1.2 | -3.9 | 1.5 | -2 | 2 | 0 | -1.0
CN1CCN(C(=O)c2cnn(-c3ccccc3)c2NC(=O)c2ccccc2Cl)CC1 | 0.5 | 2 | -1.2 | -6 | 0.7 | 0.7 | -0.5 | -2 | -6 | -2 | -1.8
CCC[C@@H](CN1CCC[C@H]1CN1C(N)=NC[C@@H]1Cc1ccccc1)N1C[C@@H](Cc2ccccc2)N(CCc2ccc(Cl)c(Cl)c2)C1=N | -0.2 | -2 | -1.7 | 3 | -0.2 | 2.1 | 0.6 | -5 | -4 | 7 | -0.4
CO/N=C\c1cc(C(=O)c2ccc(Cl)cc2Cl)cn1C | 0.5 | -1 | -0.9 | -5 | / | 4.3 | 2.5 | -2 | 6 | -6 | -1.8
O=S(=O)(c1ccc(NC(=S)N/N=C/c2ccc(N3CCOCC3)cc2)cc1)N1CCOCC1 | -0.9 | 3 | -1.2 | -194 | -0.2 | -0.9 | -1.0 | -16 | -29 | -183 | 2.9
CN(c1ccc(OCc2nnc(-c3ccccc3)o2)cc1)S(=O)(=O)c1ccccc1 | -1.0 | -22 | -1.8 | 1 | 0.9 | -0.3 | 1.9 | 2 | 3 | 0 | -0.7
COC(=O)CC1NCCc2cc(OC)c(OC)cc21 (centres undefined) | 0.5 | 7 | -0.3 | -34 | 2.8 | -4.2 | 1.7 | -6 | -17 | -22 | -0.4
O=C(CCN1CCCCO1)N1CCCC(Nc2ccc(F)cc2)C1 (centres undefined) | -1.5 | -2 | -1.1 | -4 | 1.0 | -0.1 | 0.9 | -1 | -6 | -3 | 0.3
COc1ccc(NC(=O)Cn2nnc(C(=O)NCc3ccco3)c2N)cc1 | -1.6 | -4 | -1.0 | -3 | 0.5 | -4.6 | -1.0 | 6 | -5 | 4 | 0.7
O=C(/C=C/c1cccc(Cl)c1Cl)OCC(=O)N1CCOCC1 | 0.3 | 1 | -0.8 | -5 | 1.1 | -1.0 | 3.2 | -1 | -5 | 0 | 0.1
O=C(O)c1ccc2c(c1)S(=O)(=O)c1cc(N3CCN(c4cnccn4)CC3)ccc1C2=O | 0.3 | -1 | -0.3 | -35 | 0.2 | 2.5 | -0.1 | -7 | -29 | -24 | 0.9
COCCN(C(=O)c1ccccc1F)c1nc(-c2ccc(OC)cc2)cs1 | 0.1 | -7 | -1.1 | -7 | -0.5 | 3.0 | 2.7 | 0 | 4 | 2 | -0.9
CCn1c(SCC(=O)Nc2nc(-c3ccc(C)cc3)cs2)nnc1-c1ccccc1O | -2.9 | -43 | -2.3 | 3 | -1.2 | -5.2 | -1.9 | 15* | 4 | 8 | -4.1
CC(=NN1CCN(Cc2ccccc2Cl)CC1)c1ccc(O)cc1 | 0.6 | 11 | -1.1 | 10 | / | 1.3 | / | 1 | 3 | 16* | 2.4
CCOc1ccc(NC(=O)CCNC(=O)c2ccc(Br)cc2)cc1 | 0.6 | 5 | -0.1 | -2 | -0.5 | 6.1 | 1.9 | 3 | 4 | 5 | 1.7
Cc1nc(SCC(=O)NC(=O)NC(C)C)nc(C)c1C | -0.2 | -2 | -0.8 | 3 | -0.5 | -1.5 | 1.8 | -2 | -5 | 3 | -1.2
CN1CCC(=NNc2ncnc3sc4c(c23)CCCC4)CC1 | 0.4 | 10 | -1.1 | -6 | -0.7 | -0.8 | -0.1 | -4 | 6 | 4 | -2.7
(cont.)
SMILES | DAX1 inh-1 | sPLA2-III inh | ssDAF-12 act | PLCb3 inh | DAX1 inh-2 | hgDAF-12 ag | GAA850 FXN act | ADAM17 inh | ADAM10 inh | PLCg1 inh | hcDAF12 agonist
CCOCCCNC(=O)Cn1cc2c(n1)-c1c(oc(C(=O)N3CCCC3)c1C)CC2 | -1.7 | 9 | -0.9 | -46 | 4.7* | -3.7 | -2.1 | -27 | -111 | -33 | -1.6
COc1ccc(CCn2c(-c3ccc(OC)cc3)nc3c(c(=O)c4ccccc4n3C)c2=O)cc1 | -0.1 | 12 | -0.6 | 1 | -0.1 | 2.3 | 1.6 | -9 | 8 | 3 | 1.0
COC(=O)C(NC(=O)c1ccccc1)=C(C)C | -0.1 | 3 | -1.2 | 1 | 0.1 | 0.2 | 1.1 | -2 | 5 | 1 | -1.8
CC(=O)Nc1ccc(NC(=O)COC(=O)C2(c3ccc(Cl)cc3)CCCC2)cc1 | -1.0 | -13 | -1.4 | -2 | -1.5 | -2.8 | -1.7 | 6 | 14 | -2 | -2.5
Cc1ccc(C=NNC(=O)c2cc(-c3cccnc3)nc3ccccc23)o1 | 0.6 | -16 | -0.6 | -6 | -1.1 | 3.2 | -4.4 | 2 | 2 | -5 | 2.0
COCCCNC(=O)c1ccc(N(C)S(C)(=O)=O)cc1 | 0.5 | -1 | -1.2 | 3 | 0.0 | 0.4 | 1.4 | -2 | 6 | 5 | -0.7
N#Cc1cc2c([nH]c1=S)CCCCCC2 | 0.0 | 3 | -1.5 | -6 | 0.3 | -0.5 | -3.1 | -5 | -12 | -5 | 1.4
Cc1ccc(S(=O)(=O)N2CCCN(C(=O)OC(C)(C)C)CC2)cc1 | 0.1 | 1 | -1.2 | -6 | -1.3 | -0.1 | 1.5 | -4 | -4 | -2 | -0.4
Cn1cnnc1SC(C(=O)Nc1cccc(C(F)(F)F)c1)c1ccccc1 (centres undefined) | -0.1 | -34 | -0.8 | 1 | 0.7 | -2.6 | 1.2 | 4 | 14 | 4 | -0.8
COc1cc(CNCCO)cc(Cl)c1OCc1ccccc1Cl | -0.6 | 5 | -1.1 | 1 | 0.2 | -0.3 | -0.1 | -1 | -5 | 3 | -0.2
Cc1ccc2[nH]c(CSc3ccccc3)cc(=O)c2c1 | -0.4 | 5 | -1.4 | 1 | -0.3 | -2.3 | -1.2 | -5 | -5 | 0 | -1.7
Cn1c2ccccc2c2n[nH]c(=O)nc21 | 0.3 | 5 | -1.0 | 1 | 0.0 | -2.2 | -1.2 | -3 | 13 | 3 | -0.7
Cc1nc(NCc2ccccn2)c2c3c(sc2n1)CCCC3 | -1.9 | -6 | -2.0 | -2 | 0.1 | -5.1 | 2.7 | -14 | -38 | 0 | 0.8
CCOC(=O)C1CCN(S(=O)(=O)Cc2ccccc2)C1=O (centres undefined) | -0.7 | -16 | -1.2 | 2 | -0.5 | 2.2 | -1.2 | -1 | 6 | 2 | -1.4
O=C(Nc1ccc(F)cc1)c1cc2c(s1)CCCC2 | 2.0 | -1 | 0.2 | -5 | / | 11* | 3.0 | 3 | 8 | 0 | 3.7
CCO/C(C)=C1\C(=O)Nc2ccccc21 | 0.4 | 2 | -0.5 | -1 | 0.1 | 0.5 | 1.7 | -3 | 9 | 1 | 1.8
COC(=O)c1cc(-c2ccc(OC)c(OC)c2)n[nH]1 | -0.5 | 5 | -1.0 | 1 | 1.6 | 1.9 | -0.9 | 0 | 15 | 0 | -1.0
CCS(=O)(=O)c1ccc(C(=O)NC)c(Cl)c1Cl | -0.2 | -1 | -1.3 | 4 | -0.8 | 3.1 | 0.6 | -3 | -7 | -1 | -1.4
CCC(=O)N1N=C(c2ccc(C)o2)CC1c1ccc(N(C)C)cc1 (centres undefined) | 0.5 | 18 | -0.2 | 0 | 1.2 | 1.1 | 2.4 | -3 | 2 | 3 | 1.6
CC1(C)CC(=O)C=C(Nc2ccccc2)C1 | 0.7 | 8 | -1.2 | -1 | 0.9 | -1.3 | 1.2 | 2 | -1 | 9 | -1.0
Cc1ccc(NC(=O)CN(C)C(=O)COC(=O)COc2ccc(C#N)cc2)cc1 | 0.6 | -1 | 0.2 | 0 | 1.2 | 0.3 | 2.1 | 0 | 1 | -1 | 1.1
CN(C(=O)c1ccc(NC(=O)c2ccco2)cc1)c1ccccc1 | 2.5 | 5 | 0.0 | -7 | 0.3 | 5.2 | 4.2 | -6 | 2 | 3 | 0.2
C=CCN=Cc1sc2ccc(OCC)cc2c1O | 2.7 | 2 | -0.3 | -9 | / | 14* | / | -6 | -21 | -7 | 5.6*
Cc1ccc(NC(=O)CSc2nnc(NC(=O)c3ccco3)s2)cc1 | -0.2 | -1 | -1.5 | -8 | -0.7 | 1.2 | -1.3 | -3 | -10 | -1 | 1.4
COC(=O)C1=C(C)OC(N)=C(C#N)C1c1c(C)nn(C)c1C (centres undefined) | 0.4 | 0 | -1.3 | -5 | -0.8 | -0.3 | -3.1 | -1 | -13 | -4 | 0.9
C[C@@H](O)CC#Cc1ccc2oc(=O)c(-n3cc(-c4ccsc4)nn3)cc2c1 | 0.7 | -8 | -0.4 | -57 | 0.8 | 1.7 | 0.3 | -4 | -11 | -34 | -1.3
COC(=O)c1c(-c2ccc(Br)cc2)noc1N | 1.6 | 3 | -0.8 | -3 | -0.6 | 1.8 | 5.5 | 2 | -3 | 3 | -1.1
CCC(C)C(=O)Nc1ccc(OC)cc1OC (centres undefined) | -0.5 | 1 | -0.2 | 2 | -0.1 | -3.1 | 1.3 | -3 | 8 | -1 | 0.5
Cc1cc(NC(=O)CN2C(=O)[C@@H]3[C@H](C2=O)[C@@H]2C[C@H]3C(Br)C2Br)no1 (some centres undefined) | 0.2 | -11 | -0.8 | -1 | 0.0 | 0.7 | 0.2 | 1 | 5 | 2 | -0.1
COc1ccc(S(=O)(=O)N2CCOCC2)cc1NS(=O)(=O)c1ccc(F)c(F)c1 | 0.0 | 10 | -0.6 | -8 | -0.4 | -2.4 | 0.2 | -6 | 0 | -4 | -0.2
